Screening results from PubChem BioAssay.
PLC-gamma1 inh: PLC-gamma1 (human) inhibition, primary screen. purified PLC-gamma1, fluorogenic substrate, fluorescence. inhibition, % at 12.2 µM. 370,000 compounds, 0.84% hits; in the data active means inhibition above about 9.5%
HGIII-sPLA2 inh: Blocks human group III sPLA2 activity. 370,000 compounds, 0.56% hits. inhibition, % at 12.2 µM. QFRET BODIPY PC-A2 liposome hydrolysis, fluorescence. Q9NZ20;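 active means inhibition above mean plus 3 SD of compounds lying within the high and low control bounds, cut at about 19% in these data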;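 further: 0% = median of test compound wells and 100% = no enzyme DMSO wells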
Target sequence (Q9NZ20 whole entry, looked up): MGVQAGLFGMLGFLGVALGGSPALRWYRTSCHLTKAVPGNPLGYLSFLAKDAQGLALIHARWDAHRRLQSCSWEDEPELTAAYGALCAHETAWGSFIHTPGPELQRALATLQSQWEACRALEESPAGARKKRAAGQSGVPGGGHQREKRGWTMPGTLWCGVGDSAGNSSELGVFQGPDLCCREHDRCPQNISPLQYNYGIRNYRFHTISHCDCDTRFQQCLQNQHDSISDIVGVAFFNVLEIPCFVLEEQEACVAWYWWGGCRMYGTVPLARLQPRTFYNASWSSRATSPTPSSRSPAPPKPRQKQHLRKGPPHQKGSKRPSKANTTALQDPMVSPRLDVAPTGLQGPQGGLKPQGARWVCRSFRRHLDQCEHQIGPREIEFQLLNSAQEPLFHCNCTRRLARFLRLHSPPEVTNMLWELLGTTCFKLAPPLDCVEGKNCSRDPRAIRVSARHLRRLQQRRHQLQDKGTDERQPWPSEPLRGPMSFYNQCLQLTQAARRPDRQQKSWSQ
ADAM17 inh: ADAM17 inhibition, QFRET primary screen; 370,000 compounds, 0.83% hits; inhibition, % at 6.95 µM; recombinant ADAM17, EDANS/DABCYL FRET peptide cleavage;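 active means inhibition above the mean of compounds lying between control limits plus 3 SD, set per campaign, cut at about 8.5% in these data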;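 further: 0% = DMSO-only wells as the low control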
Target sequence (P78536 215-824 limits assumed): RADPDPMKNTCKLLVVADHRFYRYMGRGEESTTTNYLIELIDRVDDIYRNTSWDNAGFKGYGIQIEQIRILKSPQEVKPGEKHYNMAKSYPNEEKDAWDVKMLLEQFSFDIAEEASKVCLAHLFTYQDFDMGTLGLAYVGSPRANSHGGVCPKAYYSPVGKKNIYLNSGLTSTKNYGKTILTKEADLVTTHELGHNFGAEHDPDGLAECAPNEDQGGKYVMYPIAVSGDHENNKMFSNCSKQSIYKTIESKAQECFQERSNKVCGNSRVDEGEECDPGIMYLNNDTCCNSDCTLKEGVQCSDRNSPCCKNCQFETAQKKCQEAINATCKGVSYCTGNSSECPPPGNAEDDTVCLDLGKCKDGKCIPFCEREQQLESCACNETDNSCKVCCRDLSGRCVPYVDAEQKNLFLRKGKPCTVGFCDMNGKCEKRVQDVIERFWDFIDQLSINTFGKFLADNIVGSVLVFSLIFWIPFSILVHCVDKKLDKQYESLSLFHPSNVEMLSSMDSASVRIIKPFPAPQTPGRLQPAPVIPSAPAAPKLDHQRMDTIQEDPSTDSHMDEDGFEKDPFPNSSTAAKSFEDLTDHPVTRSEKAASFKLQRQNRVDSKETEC
hcDAF12 agonist: H. contortus DAF-12 activation, primary screen. 370,000 compounds, 1.4% hits. HEK293 hcDAF-12 lit1-tk-luc reporter, luminescence; 0% DMSO, 100% Δ7-dafachronic acid. AID 652067. activation, % at 6.8 µM;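 active means activation above the mean of all tested compounds plus 3 SD, cut at about 5.5% in these data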;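 further: 100% = response to 3 µM Δ7-dafachronic acid high control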
FXN GAA850 act: frataxin GAA850 promoter activation. 360,000 compounds, 0.56% hits. activation, % at 6 µM. HEK293 lucGAA850 FXN promoter luciferase reporter, 24 h; percent of 10 µM SAHA response. AID 540364;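 active means activation above the average of all compounds screened plus 3 SD, cutoff fixed separately per campaign, cut at about 7.5% in these data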;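 further: 0% = DMSO wells and 100% = 10 µM SAHA wells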
ADAM10 inh: inhibitors of human ADAM10 | recombinant ADAM10, EDANS/DABCYL FRET peptide cleavage, 3 h | 370,000 compounds, 0.62% hits | inhibition, % at 7 µM;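 active means inhibition above a per-campaign cutoff equal to the mean of compounds falling between control-based bounds plus 3 SD, cut at about 20% in these data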;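 further: 0% = DMSO wells while the 100% control is not disclosed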
DAX1 inh-1: DAX1 (NR0B1) inhibition, primary screen; HEK293T StAR-luciferase reporter, SF-1/DAX-1 repression relief; inhibition, % at 6.8 µM; 370,000 compounds, 1.1% hits; AID 652010;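 active means inhibition above the mean over all tested compounds plus 3 SD, cut at about 3.6% in these data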;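 further: 0% = DAX-1 cells with DMSO and 100% = cells lacking DAX-1 with DMSO; higher inhibition means more luminescence from relief of DAX-1 repression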
ssDAF12 agonist: activators of S. stercoralis DAF-12 nuclear receptor; HEK293 ssDAF-12/GRIP1 lit1-tk-luc reporter, luminescence; % of 3 µM dafachronic acid response; activation, % at 6.8 µM; 370,000 compounds, 1% hits;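 active means activation above the mean over all tested compounds plus 3 SD, cut at about 0.9% in these data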;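 further: 0% = DMSO-only wells and 100% = 3 µM delta7-dafachronic acid wells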
PLCb3 inh: blocks human PLC-beta3 enzyme activity; Q01970; 370,000 compounds, 0.18% hits; Purified PLC-beta3, fluorogenic substrate, fluorescence; AID 720704; inhibition, % at 12.2 µM; in the data active means inhibition above about 11%;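 further: 0% = median of compound wells on plate and 100% = full blocker control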
hgDAF12 agonist: hgDAF-12 agonism, primary luciferase screen; activation, % at 6.8 µM; 370,000 compounds, 1.8% hits; HEK293 GAL4-hgDAF12 UAS-luciferase reporter, agonist luminescence; normalized to butyrate control;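 active means activation above a cutoff set at the mean of all screened compounds plus 3 SD, cut at about 10% in these data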;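 further: 0% = DMSO wells and 100% = sodium butyrate wells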
DAX1 inh-2: inhibits human nuclear receptor DAX1. HEK293 Gal4-DAX1 luciferase reporter, luminescence. inhibition, % at 6.75 µM. P51843. AID 504766. 340,000 compounds, 0.99% hits;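 active means inhibition above the mean over all tested compounds plus 3 SD, cut at about 4.2% in these data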;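 further: 0% = DAX1-transfected cells with DMSO and 100% = empty-vector control cells with DMSO; inhibition shows as a rise in luminescence from relieved DAX1 repression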
Numbers without * were called inactive; . = not tested or not shown.

item | Structure | PLC-gamma1 inh | HGIII-sPLA2 inh | ADAM17 inh | hcDAF12 agonist | FXN GAA850 act | ADAM10 inh
1 | Cc1nc2c3ccccc3nc(NNC(=O)CCC(=O)NCCN3CCN(c4ccccc4)CC3)n2n1 | 0 | 3 | -4 | 0.0 | 1.2 | 7
2 | CCC(Oc1ccccc1)C(=O)N(C)CC(=O)N(CC(C)C)c1c(N)n(CC(C)C)c(=O)[nH]c1=O (centres undefined) | 3 | 11 | -4 | -1.8 | -0.9 | -8
3 | Cc1ccc(NC(=O)CN(C)C(=O)/C=C/c2cccs2)cc1 | -1 | 16 | -1 | 1.5 | 1.4 | -4
4 | COc1ccccc1NC(=S)N1CCC(NC(=O)C23CC4CC(CC(C4)C2)C3)CC1 | 1 | 10 | 0 | -1.3 | 2.1 | 5
5 | CN=C1NC(=O)/C(=C\c2cc(C)n(-c3ccccc3F)c2C)S1 | -19 | 1 | 0 | 2.4 | . | -8
6 | O=C(NCCc1ccc(C(F)(F)F)cc1)C1CCC(=O)N(CCCc2ccccc2)C1 (centres undefined) | 1 | -5 | -3 | -0.2 | -0.6 | -1
7 | O=C(/C=C/c1ccccc1)N/C(=C/c1ccccc1)C(=O)Nc1ccccc1O | -11 | -54 | 6 | 0.5 | 0.9 | -10
8 | O=c1c(-c2ccco2)nc2ccccc2n1C(CCc1ccccc1)c1nc2ccccc2[nH]1 (centres undefined) | -35 | 4 | -7 | -0.9 | . | -32
9 | Cc1ccc(-n2nnnc2SCC(=O)NC2CCS(=O)(=O)C2)c(C)c1 (centres undefined) | 4 | 3 | -5 | -0.6 | 1.0 | -7
10 | Cc1cccc(NC(=O)CCS(=O)(=O)c2ccccc2)c1 | 7 | -5 | 0 | 1.8 | 1.6 | 1
11 | O=C1CCN(c2ncccc2[N+](=O)[O-])CC1 | 3 | -1 | -3 | 0.2 | 0.1 | -3
12 | CSCCC(NC(=O)c1ccccc1Cl)C(=O)N1CCN(c2ccccn2)CC1 (centres undefined) | 0 | 4 | -8 | -0.7 | 0.4 | -17
13 | O=C(c1cnc(Cl)c(Cl)c1)N1CCN(S(=O)(=O)c2ccc3ccccc3c2)CC1 | 7 | -13 | -1 | -0.4 | -0.4 | 9
14 | O=C(NCCCO)/C(=C\C=C\c1ccccc1)NC(=O)c1ccccc1Cl | 2 | -8 | 1 | -1.5 | 0.4 | 5
15 | O=C(CSc1nc2ccccc2c(=O)n1Cc1ccc(C(=O)NC2CC2)cc1)NCc1ccco1 | -1 | 0 | -2 | -1.4 | -3.9 | 4

item | DAX1 inh-1 | ssDAF12 agonist | PLCb3 inh | hgDAF12 agonist | DAX1 inh-2
1 | 0.4 | -1.4 | -6 | 0.1 | 0.2
2 | -0.4 | -1.0 | -9 | -1.6 | 1.2
3 | 0.2 | 1.3* | 2 | -2.0 | 0.2
4 | -0.5 | -1.1 | 3 | -1.7 | 1.4
5 | . | -0.6 | -30 | 4.9 | .
6 | 0.3 | -0.9 | -9 | -0.3 | -0.3
7 | -0.4 | -1.2 | -18 | -0.6 | 0.0
8 | -0.2 | -0.8 | -54 | 5.7 | .
9 | -2.1 | -1.0 | 2 | 1.4 | 0.9
10 | 0.1 | -0.2 | -2 | 5.6 | 1.9
11 | 0.3 | -0.6 | 1 | -1.4 | 0.5
12 | -0.4 | -1.0 | -10 | -0.7 | 0.8
13 | 1.1 | -1.6 | -7 | 2.3 | -0.1
14 | -0.1 | -1.0 | -1 | -1.9 | -1.7
15 | -0.2 | -2.0 | -3 | -2.5 | -1.8

The list goes on:
item | Structure | PLC-gamma1 inh | HGIII-sPLA2 inh | ADAM17 inh | hcDAF12 agonist | FXN GAA850 act | ADAM10 inh
16 | C[C@@H]1CN([C@@H](C)CO)C(=O)CCCn2nncc2CO[C@H]1CN(C)C(=O)c1ccccc1 | -2 | 8 | -6 | 1.0 | 0.3 | -18
17 | O=C(O)CSc1cc(NS(=O)(=O)c2ccc(Cl)cc2)c2ccccc2c1O | -3 | 3 | -8 | 1.6 | -1.8 | -9
18 | Cc1onc(-c2ccccc2)c1C(=O)Nc1sc2c(c1C(N)=O)CCC2 | -34 | 3 | -5 | -2.1 | 1.4 | -14
19 | CS(=O)(=O)N(Cc1ccc(Cl)cc1)c1ccc(C(=O)NCc2ccccn2)cc1 | 2 | -12 | -2 | 0.3 | 2.4 | 3
20 | O=C(COc1ccccc1Br)NC(=O)NC1CCCC1 | -3 | 9 | -1 | -0.9 | 4.7 | 0
21 | COc1ccc(CC(=O)n2[nH]c(=O)cc(C)c2=O)cc1OC | 1 | -1 | -1 | -0.9 | 0.6 | 2
22 | CCNC(=O)C1(C)CCCN(C(=O)c2ccc(C(F)(F)F)nc2C)C1 (centres undefined) | 1 | 7 | -3 | 0.9 | -0.2 | -4
23 | CCc1nnc(NC(=O)C(C)N2C(=O)C3C4C=CC(C4)C3C2=O)s1 (centres undefined) | 1 | 7 | -3 | -2.6 | 0.1 | -8
24 | COc1ccc(C(C)(C)NC(=O)C2CCC(=O)N(CCCN3CCCC3=O)C2)cc1 (centres undefined) | 5 | 8 | 5 | 0.1 | -0.5 | 6
25 | CC1(NC(=O)c2ccc(C#Cc3cccc(F)c3)cn2)COC1 | -9 | -4 | -28 | -2.8 | . | -100
26 | CN(C)CCCN(C(=O)COc1ccc(Cl)cc1)c1nc2ccc(F)cc2s1 | 4 | -8 | -5 | -1.9 | 4.2 | -5
27 | CN(C)CCCNc1ccc(-c2cc(Nc3cccc(Cl)c3)ncn2)cn1 | -122 | -10 | -8 | -0.7 | 0.2 | -22
28 | COc1ccc(CCNC(=O)C2CCCN2C(=O)Nc2cccc(C(C)=O)c2)cc1OC (centres undefined) | -2 | -2 | -1 | -1.7 | -0.5 | 6
29 | CC(=O)Nc1ccc(-c2csc(N/N=C(/C)c3ccccc3)n2)cc1 | -13 | 6 | -5 | 0.1 | -1.8 | -8
30 | CCOC(=O)CSc1n[nH]c(NC(=O)CC)n1 | 2 | 7 | -4 | -1.4 | 0.1 | -5

item | DAX1 inh-1 | ssDAF12 agonist | PLCb3 inh | hgDAF12 agonist | DAX1 inh-2
16 | -0.4 | -1.3 | 1 | -0.7 | 1.7
17 | -0.9 | 0.5 | -16 | 1.1 | -1.4
18 | -1.1 | -1.2 | -39 | -2.7 | -1.0
19 | -0.1 | -1.6 | 4 | -3.7 | 0.4
20 | 4.9* | 0.5 | -6 | 4.8 | 1.8
21 | 0.3 | -2.2 | 0 | -1.3 | 0.2
22 | 0.6 | -1.5 | 0 | -0.8 | .
23 | -0.2 | -0.8 | 2 | -2.1 | 0.2
24 | 0.2 | -0.9 | -2 | -0.3 | 0.7
25 | -1.4 | -1.2 | -13 | 2.2 | .
26 | 0.5 | -1.5 | -5 | 1.3 | 1.5
27 | -0.2 | -0.6 | -147 | -0.6 | 0.5
28 | 0.9 | -1.1 | 2 | -1.2 | -0.8
29 | -0.8 | 0.1 | -20 | 0.8 | -1.3
30 | 0.1 | -1.4 | -2 | -2.8 | -0.1

One compound at a time, from the list above. Screens in order: PLC-gamma1 inh | HGIII-sPLA2 inh | ADAM17 inh | hcDAF12 agonist | FXN GAA850 act | ADAM10 inh | DAX1 inh-1 | ssDAF12 agonist | PLCb3 inh | hgDAF12 agonist | DAX1 inh-2
O=C(COc1ccccc1Br)NC(=O)NC1CCCC1 is listed as -3 | 9 | -1 | -0.9 | 4.7 | 0 | 4.9* | 0.5 | -6 | 4.8 | 1.8
CCc1nnc(NC(=O)C(C)N2C(=O)C3C4C=CC(C4)C3C2=O)s1 (centres undefined) is listed as 1 | 7 | -3 | -2.6 | 0.1 | -8 | -0.2 | -0.8 | 2 | -2.1 | 0.2
CS(=O)(=O)N(Cc1ccc(Cl)cc1)c1ccc(C(=O)NCc2ccccn2)cc1 is listed as 2 | -12 | -2 | 0.3 | 2.4 | 3 | -0.1 | -1.6 | 4 | -3.7 | 0.4
CC1(NC(=O)c2ccc(C#Cc3cccc(F)c3)cn2)COC1 is listed as -9 | -4 | -28 | -2.8 | . | -100 | -1.4 | -1.2 | -13 | 2.2 | .
CC(=O)Nc1ccc(-c2csc(N/N=C(/C)c3ccccc3)n2)cc1 is listed as -13 | 6 | -5 | 0.1 | -1.8 | -8 | -0.8 | 0.1 | -20 | 0.8 | -1.3

New compounds follow:
item | Structure | PLC-gamma1 inh | HGIII-sPLA2 inh | ADAM17 inh | hcDAF12 agonist | FXN GAA850 act | ADAM10 inh
31 | COC(C[C@H](O)CC(=O)[C@@H](C)OCc1ccccc1)OC | 2 | 3 | -1 | 0.1 | 0.1 | -3
32 | O=C(NC1CC1)C1=C[C@@H](c2c[nH]c3ccccc23)C[C@@H](OCc2ccc(CO)cc2)O1 | -23 | -4 | -5 | 2.4 | 0.2 | -11
33 | O=C(NC1CC(=O)N(c2ccc3c(c2)OCCO3)C1)N1CCC(O)CC1 (centres undefined) | -1 | 4 | -6 | -1.0 | 0.5 | -10
34 | CCCc1[nH][nH]c(=O)c1C(c1ccccc1)C(C#N)C#N (centres undefined) | -5 | -18 | -6 | 0.7 | 0.3 | -2
35 | CCCCCn1c(CN2CCN(CCO)CC2)nc2c1c(=O)n(C)c(=O)n2C | 3 | -1 | -4 | -0.5 | -1.4 | -9
36 | C[C@H](CO)N1C[C@H](C)[C@@H](CN(C)C(=O)CN2CCOCC2)Oc2cc(Br)ccc2S1(=O)=O | 1 | 0 | -3 | -0.3 | 1.0 | -8
37 | C=CCNC(=O)C(C)N1C(=O)c2ccccc2C1=O (centres undefined) | 1 | 3 | -4 | -2.3 | 1.1 | 3
38 | CC(=O)c1ccc(OCC(=O)NC(=O)NC2CCCC2)cc1 | 0 | -9 | -2 | -1.9 | 1.1 | 0
39 | CC(=O)NCC(=O)N(C)C(C(=O)Nc1ccc(C(C)C)cc1)c1ccccc1 (centres undefined) | -4 | -2 | 2 | -0.7 | 1.6 | 7
40 | CCn1c(-c2nn(-c3ccccc3)ccc2=O)n[nH]c1=S | 3 | 24* | -1 | 1.3 | -0.7 | -17
41 | O=S(=O)(Nc1ccc(S(=O)(=O)N2CCCC2)cc1)c1ccc(F)cc1F | 1 | -12 | 0 | 0.6 | 2.3 | -4
42 | Cc1ccc(NC(=O)Cn2nnc(C(=O)NCc3ccco3)c2N)c(C)c1 | -1 | 6 | 1 | -0.4 | -1.4 | 3

item | DAX1 inh-1 | ssDAF12 agonist | PLCb3 inh | hgDAF12 agonist | DAX1 inh-2
31 | 0.1 | -1.1 | 2 | 2.6 | 1.9
32 | 0.4 | -0.6 | -37 | 11* | 1.1
33 | -0.8 | -0.1 | -10 | -0.5 | 0.2
34 | -1.1 | -1.7 | -9 | -2.0 | -0.7
35 | -0.5 | -1.2 | 1 | -0.6 | 0.7
36 | -0.3 | -1.4 | 2 | -2.1 | 0.4
37 | 0.2 | -0.1 | 4 | 1.6 | 1.4
38 | 0.1 | -0.7 | 1 | 1.8 | -1.5
39 | -0.2 | -1.5 | 7 | -2.0 | 0.1
40 | -0.8 | -1.0 | 0 | -0.6 | 1.2
41 | -0.3 | -0.9 | 2 | 1.9 | -0.7
42 | -0.1 | -1.0 | -3 | 0.0 | 0.5
